RTF Ca sens act – cardiac RTF calcium sensitivity activators, primary screen, biochemical, IANBD-TnC fluorescence, EC20 calcium | IANBD-labeled TnC RTF fluorescence at EC20 calcium; 0% EC20 calcium, 100% full calcium | activation, % at 7.2 µM | actives 0.24% (n = 340,000) | AID 493008, 2010;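 active = activation above the mean over all tested compounds plus 3 SD, cut at about 30% in these data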;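 also: rise in fluorescence read as greater calcium sensitivity of cardiac thin filaments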
dFosB act – activators of delta FosB homodimer, primary screen, biochemical, fluorescence polarization, TAMRA-CDK5 oligo, single point. Protein FosB (Mus musculus), P13346. purified delta FosB; percent of positive-control signal above neutral wells. activation, % at 25 µM. actives 0.99% (n = 340,000). AID 493131, 2011;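 active = mean activation above about 17%, with every replicate also reaching it, limit read from the data, passing the limit was not always enough; inconclusive = only one of the two conditions met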;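 also: fluorescence polarization rise as delta FosB binds a TAMRA Cdk5 AP-1 oligo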
Target sequence (P13346 whole entry, looked up): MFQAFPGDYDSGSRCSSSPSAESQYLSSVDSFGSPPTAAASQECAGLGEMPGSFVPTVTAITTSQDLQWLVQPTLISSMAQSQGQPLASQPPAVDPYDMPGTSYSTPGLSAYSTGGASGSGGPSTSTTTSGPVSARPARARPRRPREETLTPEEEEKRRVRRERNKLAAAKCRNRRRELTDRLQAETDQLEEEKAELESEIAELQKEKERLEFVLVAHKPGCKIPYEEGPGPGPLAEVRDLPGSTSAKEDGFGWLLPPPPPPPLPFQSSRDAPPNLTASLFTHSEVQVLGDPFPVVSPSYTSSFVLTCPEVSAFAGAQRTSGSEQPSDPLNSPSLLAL
SR-BI uptake up – activators of SR-BI mediated DiI-HDL uptake, primary screen, ldlA[mSR-BI] CHO cells, DiI fluorescence | activation, % at 12.5 µM | actives 0.096% (n = 320,000) | AID 504775, 2011 | 3 h; 100 = double the neutral-control signal;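 active = mean replicate activation of at least 60% and every replicate at or above 60%; inconclusive = mean or all-replicate condition met, but not both; inactive = mean below 60% and not all replicates reaching 60%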;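 also: 0% = median plate neutral-control signal and 100% = twice that signal; values of inactives mirror those of a sister screen read the other way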
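Material: SR-BI-overexpressing, LDLR-lacking CHO cells | Dosing: Single compound concentration, delivered by pin transfer | Probe or stimulus: Labelled HDL, 10 µg/mL | Signal: Bottom-read cell fluorescence after medium removal, ex 550/em 595 nm | Schedule: 3 h, 37 °C | Evaluation: HDL uptake via cellular fluorescence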
Wnt bcat act – Wnt/beta-catenin pathway activators, primary screen, cell-based, plate reader, single point. actives 1.2% (n = 300,000). AID 743398, 2014. activation, % at 9.35 µM. Wnt/beta-catenin reporter cell assay, activator; in the data active = activation above about 30%, passing the limit was not always enough; inconclusive = no clear call, values can overlap the other calls;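 also: 0% = neutral control wells and 100% = positive control wells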
HTR5A ag ctr – HTR5A agonists in luminescence cell assay, primary screen, counter-screen for OPRM1-OPRD1 heterodimer agonist project, full-deck HTS; 5-hydroxytryptamine receptor 5A (Homo sapiens), P47898; actives 0.61% (n = 340,000); AID 504692, 2011; cell-based; activation, % at 9.3 µM; in the data active = activation mostly above about 9.5%, no sharp cut-off; inactive = mostly below about 7.6%;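 also: 0% = cells with vehicle only and 100% = reference agonist; strong numbers were not always called active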
Target sequence (P47898 whole entry, looked up): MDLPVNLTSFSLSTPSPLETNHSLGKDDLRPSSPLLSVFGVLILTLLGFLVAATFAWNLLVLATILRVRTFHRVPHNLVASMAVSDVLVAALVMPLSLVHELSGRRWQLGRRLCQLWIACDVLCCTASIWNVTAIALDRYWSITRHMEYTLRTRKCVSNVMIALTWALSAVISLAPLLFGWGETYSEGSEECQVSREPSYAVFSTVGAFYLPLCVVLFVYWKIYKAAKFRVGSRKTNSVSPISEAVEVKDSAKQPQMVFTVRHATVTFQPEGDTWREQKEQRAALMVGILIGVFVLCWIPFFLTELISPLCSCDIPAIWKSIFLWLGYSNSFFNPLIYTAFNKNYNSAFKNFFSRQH
Rtt109 Vps75 – inhibitors of C. albicans Rtt109/Vps75 HAT, primary screen, biochemical, ThioGlo CoA-SH fluorescence, plate reader | purified Rtt109/Vps75, 4 h | inhibition, % at 34.9 µM | actives 0.16% (n = 330,000) | AID 540336, 2011;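 active = inhibition of at least 50% in every replicate; inconclusive = best replicate reaches 50% inhibition but some replicates fall short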
Target sequence (Q5AAJ8 whole entry, looked up): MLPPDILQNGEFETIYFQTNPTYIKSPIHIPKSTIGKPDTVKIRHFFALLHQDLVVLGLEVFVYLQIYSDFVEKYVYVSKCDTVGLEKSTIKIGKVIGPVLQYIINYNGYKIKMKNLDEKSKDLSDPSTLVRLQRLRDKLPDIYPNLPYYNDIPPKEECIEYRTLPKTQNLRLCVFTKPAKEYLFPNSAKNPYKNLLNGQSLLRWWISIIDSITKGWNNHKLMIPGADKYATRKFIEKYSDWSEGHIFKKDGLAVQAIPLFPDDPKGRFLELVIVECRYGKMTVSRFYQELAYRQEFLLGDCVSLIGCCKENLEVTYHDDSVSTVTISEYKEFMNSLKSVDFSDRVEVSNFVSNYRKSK
CDK5 p35 inh – inhibitors of human CDK5/p35 kinase, primary screen, biochemical, single concentration; inhibition, % at 10 µM; actives 0.01% (n = 330,000); Recombinant CDK5/p35, ADP-Glo luminescence, 60 min;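 active = highest replicate inhibition of at least 50% and at least 75% of replicates reaching 50%; inconclusive = only one of the two criteria met; inactive = both criteria failed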;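 also: plate controls were DMSO neutral control for no effect and GW8510 at 10 µM for full effect; many of its hits are not listed in these tables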
SR-BI HDL uptake – inhibitors of SR-BI mediated HDL lipid uptake, primary screen, ldlA[mSR-BI] cells, fluorescence, single point | ldlA[mSR-BI] CHO cells, DiI-HDL uptake fluorescence, 3 h | inhibition, % at 12.5 µM | actives 0.96% (n = 320,000) | AID 488896, 2010;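 active = mean replicate inhibition of at least 70% and a set share of replicates each scoring 70 or more; inconclusive = meets just one of the two criteria; inactive = fails both criteria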;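 also: 0% = median of neutral control wells and 100% = median of positive control wells; values of inactives mirror those of a sister screen read the other way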
MITF TRPM1 HTS – activators of MITF-driven TRPM1 promoter reporter, primary screen, cell-based, SK-MEL-5, luciferase, single point | activation, % at 12.5 µM | SK-MEL-5 TRPM1-promoter luciferase, 24 h; % of positive control, neutral wells = 0 | actives 0.75% (n = 300,000) | AID 588334, 2011;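 active = mean activation of at least 80% with every replicate also reaching 80%; inconclusive = mean reaches 80% but some replicate falls short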;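 also: 0% = neutral control wells and 100% = parthenolide positive control wells; values of inactives mirror those of a sister screen read the other way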
PvdQ acylase – P. aeruginosa PvdQ acylase inhibitors, primary screen, biochemical, fluorescence, plate reader and imaging, single point; PvdQ acylase [Pseudomonas aeruginosa LESB58]; purified PvdQ acylase; inhibition, % at 10 µM; actives 0.063% (n = 340,000); AID 488965, 2010; in the data active = inhibition above about 30%, passing the limit was not always enough; inconclusive = no clear call, values can overlap the other calls;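 also: 0% = vehicle neutral wells and 100% = reference inhibitor wells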
The depositor's hits bear a star; ? = inconclusive; . = no result given. Random draw from the library; 4.4% or so of the library scored in one or more.

SMILES	RTF Ca sens act	dFosB act	SR-BI uptake up	Wnt bcat act	HTR5A ag ctr	Rtt109 Vps75	CDK5 p35 inh	SR-BI HDL uptake	MITF TRPM1 HTS	PvdQ acylase
Oc1ccccc1Nc1ncnc2c1oc1ccccc12	6	-4	6	.	-1	-8	0.7	-6	16	-3
OC(c1ccccc1)C(NCCNCc1ccccc1)c1ccccc1 (configuration not stated)	-1	-2	15	-2	1	2	0.5	-15	14	-15
O=C(CCn1c(=O)oc2ccccc21)N1CCN(c2ccccc2F)CC1	3	-4	-1	.	3	.	0.8	1	.	-8
CC(=O)Nc1ccc(Nc2nc3ccccc3nc2NS(=O)(=O)c2ccccc2)cc1	2	6	.	-3	12*	6	0.8	.	5	1
CCOC(=O)c1sc(N/N=C/c2cccc(C)c2)nc1C	9	-7	-19	18	-1	-19	-1.8	19	99*	-14
COc1ccc(-c2cc(C(=O)N/N=C(\C)c3cccnc3)c3cc(C)ccc3n2)cc1OC	-4	-5	-67	0	1	-11	0.1	67	-8	-9
O=C(CCN1c2ccccc2Sc2ccccc21)Oc1ccccc1	1	-4	13	0	-3	1	2.2	-13	-1	-7
Cc1cc(C)cc(-n2c(SC(C)C(=O)NCc3ccc4c(c3)OCO4)nc3ccccc3c2=O)c1 (configuration not stated)	6	2	-2	-1	3	-3	-2.5	2	2	-13
CCc1sc(C(=O)NC2CCN(C)CC2)cc1Br	-4	1	40	.	8	-2	-1.6	-40	-2	9
COC(=O)c1cn(-c2ccccc2)nc1-c1ccc(OC)cc1	-2	-11	-18	.	1	-3	-0.6	18	3	3
COc1ccc(CN2CCNC(=O)C2CC(=O)NC2CCCCC2)c(OC)c1 (configuration not stated)	0	-13	.	0	1	12	0.5	-25	0	-13
Cc1cc(C)cc(NC(=O)C(OC(=O)c2ccc(NC(=O)CC#N)cc2)c2ccccc2)c1 (configuration not stated)	-19	28*	-10	-6	4	-3	0.7	10	8	-14
COc1ccc(-c2ccc(/C=N/NC(=O)c3cccnc3)o2)c([N+](=O)[O-])c1	2	50*	-9	.	-1	-10	-0.8	9	14	-7
CC(=O)c1sc2nc(SCC(=O)N3CCCCC3)[nH]c(=O)c2c1C	0	-7	-5	.	3	2	-2.6	5	2	10
NS(=O)(=O)c1cccc(NC(=O)COC(=O)Cn2cnc3ccccc32)c1	3	5	-6	1	3	-10	-0.8	6	-2	-14
CCOc1ccccc1NC(=O)c1cc(-c2ccncc2)nc2c(Cl)cccc12	1	?	-35	-3	7	-13	0.4	35	5	-6
COc1ccc(NC(=O)c2ccco2)cc1N	-5	-7	14	1	-10	13	-0.3	-14	37	9
CCC(C)[C@@H](C(=O)Nc1ccc2c(c1)OCO2)N1Cc2ccccc2C1=O (some centres not stated)	1	-8	-25	-3	6	6	1.6	25	15	4
Cc1ccc(C)c(OCCC(=O)OCC(=O)NCc2ccccc2)c1	0	-10	41	0	1	-2	-0.5	-41	8	-3
COCCn1nnnc1C(c1ccc(OC)cc1)N1CCC(C)CC1 (configuration not stated)	-3	-2	15	-2	11	15	0.0	-15	.	8
O=C(COC(=O)C1CCC1)Nc1cc(S(=O)(=O)N2CCCCC2)ccc1Cl	7	-3	-4	-3	-1	13	-3.7	4	3	5
CCOc1cccc(C(=O)NC(=S)Nc2cccc(C)c2)c1	-2	-9	-9	22	-1	-2	1.9	9	31	-2
COc1ccc(OC)c(NC(=O)c2ccc(OCC(=O)N3CCOCC3)c(OC)c2)c1	-2	-8	-73	-1	3	-7	-0.6	73*	9	-6
CN(C)CCCn1c(SCc2ccc(Cl)cc2)nnc1-c1ccncc1	0	14	-14	0	0	-4	0.0	14	-4	-11
CCNC(=O)Nc1nc2ccccc2s1	7	0	0	7	-6	-11	-1.8	0	73	-14
O=C(NCCN1CCCC1=O)C1CCC(=O)N(CCc2ccc(Cl)cc2)C1 (configuration not stated)	-3	-5	7	-1	5	14	2.4	-7	2	2
COc1cccc(C(=O)NCc2cccnc2)c1	1	-1	18	-4	1	1	-4.0	-18	-7	-3
COC(=O)C(C)(N)Cc1ccc(O)cc1 (configuration not stated)	4	2	14	-2	9	-10	-0.1	-14	-12	-9
Cc1c(C(=O)O)sc2ncn(C)c(=O)c12	-4	-2	18	4	-3	-11	2.5	-18	-2	-16
Clc1ccc(-c2nnc(NCc3ccccc3)c3ccccc23)cc1	-2	18*	-8	1	-2	-3	0.1	8	-5	-11
O=C(CNC(=S)N(Cc1ccc(F)cc1)C1CCCCC1)NCCN1CCOCC1	11	0	20	-1	-3	-2	-0.1	-20	-12	-16
C=CCNc1nc(-c2ccccc2)nc(-n2ccnc2)n1	4	-3	-58	.	3	9	1.9	58	.	-14
COc1ccc(NC(=O)CSc2nnc(Cn3cnc4ccccc43)n2C)cc1	-2	-7	-1	.	2	-9	0.9	1	-4	-18
CCC(=O)N/C(=N\OCc1ccc(F)cc1)c1nonc1NC(=O)CC	2	-4	36	2	5	0	1.1	-36	-4	-7
C/C(=N\NC(=O)c1ccc2c(c1)OCO2)c1ccc(C(=O)O)s1	1	0	3	0	3	0	1.6	-3	0	-9
CC1CN(C(=O)/C=C/c2ccccc2Cl)CC(C)O1 (configuration not stated)	-1	3	-18	1	-3	-4	-0.5	18	8	-15

By substructure, the entries above containing a COOH group (two)
SMILES	RTF Ca sens act	dFosB act	SR-BI uptake up	Wnt bcat act	HTR5A ag ctr	Rtt109 Vps75	CDK5 p35 inh	SR-BI HDL uptake	MITF TRPM1 HTS	PvdQ acylase
Cc1c(C(=O)O)sc2ncn(C)c(=O)c12	-4	-2	18	4	-3	-11	2.5	-18	-2	-16
C/C(=N\NC(=O)c1ccc2c(c1)OCO2)c1ccc(C(=O)O)s1	1	0	3	0	3	0	1.6	-3	0	-9

New compounds follow:
SMILES	RTF Ca sens act	dFosB act	SR-BI uptake up	Wnt bcat act	HTR5A ag ctr	Rtt109 Vps75	CDK5 p35 inh	SR-BI HDL uptake	MITF TRPM1 HTS	PvdQ acylase
COCCn1nnnc1C(c1cc2cc(C)ccc2[nH]c1=O)N1CCCCCC1 (configuration not stated)	0	-16	8	.	-5	.	-1.0	-8	-5	7
O=C1OCCC/C1=C\c1ccc2c(c1)OCO2	1	-6	-3	1	-2	7	1.1	3	3	0
CCOC(=O)[C@H]1[C@H]2COc3ccccc3[C@@H]2N2C(=O)CN(CC3CCCO3)C(=O)[C@@]12C (some centres not stated)	1	2	23	-3	-4	-2	0.5	-23	-12	3
CC(C)(C)C(=O)Nc1cccc(-c2nc3ccccc3c(=O)o2)c1	1	-2	-8	.	-4	.	5.0	8	-1	11
CCN(CC)CCN1C(=O)C(O)=C(C(=O)c2cccs2)C1c1ccccn1 (configuration not stated)	0	-5	-7	.	3	3	-0.6	7	19	-14
O=C(Nc1ccc(S(=O)(=O)Nc2cnc3ccccc3n2)cc1)c1ccccc1Br	-6	-4	.	-1	6	-6	-1.0	.	8	0
CC(Sc1ccccc1)C(=O)N1CCN(S(=O)(=O)c2cccc(Br)c2)CC1 (configuration not stated)	11	-10	-6	1	-1	1	-0.9	7	-8	-6
CCc1ccc(NC(=O)CS(=O)CC(=O)NCCCc2ccccc2)cc1 (configuration not stated)	0	-9	1	-3	8	-6	-1.2	-1	2	-6
Cc1ccc(NC(=O)CSCC(=O)Nc2nnc(C)s2)cc1	-6	7	32	-2	-2	7	0.9	-32	-1	-9
Cc1[nH]n(-c2cccc(Cl)c2)c(=O)c1/C=N/n1c(C)nc2ccccc2c1=O	1	1	-20	-2	1	18	-0.2	20	-11	-13
O=C(Nc1ccc2c(c1)OCO2)c1cc(-c2ccccc2Cl)on1	-4	13	2	20	17*	-14	1.2	-2	?	6
COCCNC(=O)Cn1cc(C(=S)N2CCCCC2)c2ccccc21	-1	-9	18	-1	1	-1	1.6	-18	-3	-6
CSc1ccc(/C=N/NC(=O)c2ccc(-n3cnnn3)cc2)cc1	-4	1	-24	1	-1	5	-2.7	24	18	-7
O=C1C(=C2CCCCC2)SC(=S)N1Cc1ccco1	0	-6	-18	-4	0	-15	0.0	18	-13	-1
Cn1c(=O)[nH]c(=O)c2c1nc1n2CC(COc2ccc3ccccc3c2)O1 (configuration not stated)	-9	?	7	1	7	13	0.9	-7	4	10
CC(CNS(=O)(=O)c1ccccc1)Sc1nncn1C (configuration not stated)	2	4	17	-4	7	-13	1.4	-17	3	-16
C#CCOCCOCCOCCNc1nc(N2CCN(C(=O)[C@H]([C@@H](C)CC)n3cc([C@@H](N)CC(C)C)nn3)CC2)nc(N2CCN(C(=O)[C@H](CCCCN)n3cc([C@@H](N)CC(C)C)nn3)CC2)n1	-8	7	14	.	-2	7	2.1	-14	2	-17
CCc1ccc(N(C(C)=O)C2C=CS(=O)(=O)C2)cc1 (configuration not stated)	2	-7	2	-1	11	1	0.7	-2	.	-10
O=C(OC1CCCCC1=O)c1ccc(F)c(S(=O)(=O)N2CCOCC2)c1 (configuration not stated)	6	-4	-1	-2	3	-6	2.1	1	1	-18
C/C=C1\COC(C(=O)NCc2ccccc2)(C(F)(F)F)C=C1C=C(C)C (configuration not stated)	-1	-1	-30	-1	3	-8	1.7	30	3	-5
COc1cccc(CNc2ccc(F)c(Cl)c2)c1O	-8	-12	0	.	-1	9	0.2	0	88*	1
C=CCC[C@H](Cc1ccc(F)cc1)C(=O)OC[C@@H](NC(=O)[C@@H](CC=C)CC(=O)N[C@H](CO)Cc1ccccc1)C(C)(C)C	-1	-17	-38	-8	4	0	0.7	38	-1	-8
NC(=O)CSc1nc(-c2ccccc2)nc2c1CCCC2	-4	-5	-3	-3	-3	-7	0.5	3	-6	-7
O=C(Cn1cnc2ccccc2c1=O)NCC(=O)N1CCOCC1	-1	0	25	.	0	.	-1.7	-25	-11	4
Cc1nc2cc(N)ccc2n1-c1ccccc1	5	1	8	2	-1	0	-1.1	-8	5	1
CC(C(=O)NC1CCCc2ccccc21)N1CCN(c2ccc(F)cc2)CC1 (configuration not stated)	0	0	-18	-3	-1	-5	-1.2	18	3	13
NC(=O)c1c(NC(=O)c2ccccc2F)sc2c1CCCC2	3	2	-57	-1	7	-78	1.2	57	18	-12

Source: PubChem BioAssay
